Assay outcomes as filed in PubChem BioAssay.
APEX1 inh: qHTS Assay for Inhibitors of the Human Apurinic/apyrimidinic Endonuclease 1 (APE1); DNA repair nuclease/redox regulator APEX1 (Homo sapiens), P27695; recombinant APE1, TAMRA/BHQ-2 abasic DNA cleavage fluorescence; Potency, µM (series often up to 65.8 µM), for inactives: top-dose activity change, negative = inhibition, most hits filed as inhibitors; hit rate 0.35% among 350,000; AID 2517, 2012;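 also: potency is read from the fitted curve at half-maximal effect; plate controls were vehicle for no effect and reference inhibitor for full effect; nearly all actives have a fitted effect of over 55% in size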
Target sequence (P27695 whole entry, looked up): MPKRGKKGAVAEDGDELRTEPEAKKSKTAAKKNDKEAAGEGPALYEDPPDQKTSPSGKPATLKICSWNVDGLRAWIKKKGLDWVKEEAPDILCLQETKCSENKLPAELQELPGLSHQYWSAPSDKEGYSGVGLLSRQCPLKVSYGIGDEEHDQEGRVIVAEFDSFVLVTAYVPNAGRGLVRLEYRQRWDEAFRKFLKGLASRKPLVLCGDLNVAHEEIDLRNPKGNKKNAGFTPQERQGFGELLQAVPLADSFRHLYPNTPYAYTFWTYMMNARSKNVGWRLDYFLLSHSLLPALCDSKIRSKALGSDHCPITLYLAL
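Compound pre-exposure to 0.75 nM APE1, 15 min at ambient temperature. Reaction initiated with 50 nM TAMRA/BHQ-2 THF substrate, read immediately in kinetic mode, 525 nm excitation, 598 nm emission.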
Pol iota inh: qHTS for Inhibitors of Polymerase Iota; Potency, µM (highest dose often 115 µM), for inactives: at the highest dose activity, negative = inhibition, usual class: inhibitors; DNA polymerase iota (Homo sapiens), Q9UNA4; AID 588590, 2011; Pol iota fluorescent replication assay, 10 min; hit rate 1% among 390,000; also: potency is read from the fitted curve at half-maximal effect
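Pol iota at 10 nM preincubated 15 min with compounds at room temperature; reaction started with fluorescent substrate, 50 nM final. Fluorescence read kinetically at 0 and 10 min; buffer-only wells as negative control.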
POLK inh: qHTS for Inhibitors of Polymerase Kappa. hit rate 0.53% among 400,000. AID 588579, 2011. purified Pol kappa, fluorescent DNA synthesis assay, 10 min. DNA polymerase kappa (Homo sapiens), Q9UBT6. Potency, µM (titrated, usually from 107 µM), for the others: top-dose activity, negative = inhibition, most hits filed as inhibitors; also: potency is read from the fitted curve at half-maximal effect; % is scaled to controls: 0 for no effect and ±100 for the full control effect
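Activity was followed as the change in fluorescence between reads at 0 and 10 min after starting the reaction with 50 nM substrate. Beforehand, 10 nM polymerase had been preincubated with compound for 15 min at room temperature.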
Apoferritin bind: qHTS Assay for Identification of Novel General Anesthetics | hit rate 0.074% among 350,000 | Potency, µM (series often up to 77.5 µM), for inactives: at the highest dose activity change, negative = displacement, hits mostly inhibitors | apoferritin/1-aminoanthracene competitive binding, fluorescence | Ferritin light chain (Equus caballus), P02791; also: potency is read from the fitted curve at half-maximal effect; % is scaled to controls: 0 for no effect and ±100 for the full control effect; nearly all actives have a fitted effect of over 20% in size
Target sequence (P02791 2-175 limits assumed): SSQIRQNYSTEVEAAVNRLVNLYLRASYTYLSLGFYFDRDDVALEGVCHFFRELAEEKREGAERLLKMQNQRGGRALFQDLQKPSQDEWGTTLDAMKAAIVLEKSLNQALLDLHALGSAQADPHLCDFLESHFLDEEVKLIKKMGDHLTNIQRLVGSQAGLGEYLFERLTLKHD
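Read-out: endpoint 1-AMA fluorescence, excitation 380 nm and emission 535 nm, after compounds sit 10 min at room temperature with 10 uM horse-spleen apoferritin in 50% saturated 1-AMA/PBS. Values come from four-parameter Hill fits.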
POLB inh: qHTS Assay for Inhibitors of DNA Polymerase Beta; P06746; Pol beta primer extension/strand displacement, fluorescence kinetic; Potency, µM (doses to about 114 µM), for inactives: at the top dose activity change, negative = inhibition, usual class: inhibitors; hit rate 1.3% among 340,000; AID 485314, 2010; also: potency is read from the fitted curve at half-maximal effect; % is scaled to controls: 0 for no effect and ±100 for the full control effect
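Pol beta (10 nM) was preincubated with compound for 15 min at room temperature. The reaction was then started with 50 nM substrate and read immediately and after a further 10 min at room temperature.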
TRHR agonist: qHTS for Small Molecule Agonists and Allosteric Enhancers of Human TRH Receptor: Primary Screen for Agonists | hit rate 0.18% among 360,000 | activation, % at 2 µM | TRHR cells, calcium flux fluo-8, FDSS agonist mode; in the data active = activation above about 30%; also: 0% is about no effect
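Steps: seed TRHR cells overnight; add fluo-8 no-wash Ca dye, RT 30 min–1.5 h; record 10 s baseline; pin-transfer compounds; monitor fluorescence 1 cycle/s for the agonist window. Calcium increases flag candidate agonists.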
BLM inh: qHTS Assay for Inhibitors of Bloom's syndrome helicase (BLM); recombinant BLM DNA unwinding, fluorescence dequenching; Potency, µM (highest dose often 56.1 µM), for the others: top-dose activity change, negative = inhibition, hits mostly inhibitors; hit rate 0.2% among 350,000;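 also: potency is read from the fitted curve at half-maximal effect; plate controls were vehicle for no effect and no enzyme for full effect; nearly all actives have a fitted effect of over 35% in size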
ERG-DNA inh: qHTS for Small Molecule Inhibitors of the ERG Ets/DNA interaction. Transcriptional regulator ERG (Homo sapiens), P11308. fluorescence polarization, His-ERG Ets domain / labelled DNA. Potency, µM (highest dose often 76.9 µM), inactives show at the top dose FP activity, negative = inhibition, usual class: inhibitors. hit rate 0.028% among 370,000; active = well fitted inhibition curve with a large enough effect in the polarisation, with a control signal flat; inconclusive = small, poorly fitted or top-dose-only effect, or effect the other way, or a change in a side signal; inactive = no such curve, though single readings can be large or run the other way; the % refers to the polarisation;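 also: polarization taken with two DNA probes labelled with fluorescein and Texas red; potency is read from the fitted curve at half-maximal effect; % of control where 0% means no effect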
Target sequence (P11308 whole entry, looked up, the tested form may be a part): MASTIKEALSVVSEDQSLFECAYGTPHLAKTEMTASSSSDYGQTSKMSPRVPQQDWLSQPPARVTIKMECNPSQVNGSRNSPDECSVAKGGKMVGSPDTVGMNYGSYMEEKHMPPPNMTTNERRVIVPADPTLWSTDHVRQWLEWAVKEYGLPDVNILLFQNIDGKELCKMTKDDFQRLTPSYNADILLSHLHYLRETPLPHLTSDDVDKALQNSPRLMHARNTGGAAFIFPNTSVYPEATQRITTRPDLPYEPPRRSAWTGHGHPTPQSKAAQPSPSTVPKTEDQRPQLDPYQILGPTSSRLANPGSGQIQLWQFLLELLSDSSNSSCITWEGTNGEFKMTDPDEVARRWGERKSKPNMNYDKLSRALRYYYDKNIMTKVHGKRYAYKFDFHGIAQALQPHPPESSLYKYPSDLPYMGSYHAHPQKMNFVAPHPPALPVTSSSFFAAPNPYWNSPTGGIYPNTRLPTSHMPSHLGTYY
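His-tagged ERG Ets domain (1 uM in the protein solution; 300mM KCl, 50mM Tris-HCl, 1mM EDTA, 1mM DTT, pH 7.5) received compound, then a probe mix of 5 nM fluorescein-DNA and 100nM Texas-615-DNA. Fluorescence polarization was read for both dyes.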
12-LOX inh: Primary qHTS assay for inhibitors of human arachidonate 12S-lipoxygenase (ALOX12): Round 2; hit rate 1.1% among 580,000; purified 12hLO, xylenol orange hydroperoxide absorbance; Polyunsaturated fatty acid lipoxygenase ALOX12 (Homo sapiens), P18054; AID 1671190, 2021; Potency, µM (top dose mostly 108 µM), inactives show at the highest dose activity change, negative = inhibition, actives largely listed as inhibitors; also: potency is read from the fitted curve at half-maximal effect; % is scaled to controls: 0 for no effect and ±100 for the full control effect
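Hydroperoxide product was detected by ferrous iron/xylenol orange as the 573 to 405 nm absorbance ratio. Arachidonic acid at 40 uM (final) was turned over for 30 min at room temperature by 150 nM human 12hLO, pH 7.0 Hepes buffer, after 15 min compound preincubation.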
* hit, by the source's call; ? = inconclusive; · = no result given; ! = not active in a repeat; [ ] = dose if it differs, or a comment. Unless noted, calls follow the shape of the dose curve; as a rule, active = well fitted curve in the direction sought with a large enough effect; inconclusive = small, poorly fitted or top-dose-only effect, or another doubt; inactive = no such curve, though single readings can be large; an effect the other way counts as inactive or inconclusive. Some of the compounds tested; rates above refer to the full screens.

SMILES	APEX1 inh	Pol iota inh	POLK inh	Apoferritin bind	POLB inh	TRHR agonist	BLM inh	ERG-DNA inh	12-LOX inh
O=C(c1ccccn1)N1CCCC(N2CCN(Cc3ccc4c(c3)OCO4)CC2)C1 (configuration not stated)	1%	14%	-16%	-5%	51%	-0.6	-1%	-2%	21%
COc1cccc(OC)c1C(=O)Nc1c(C)n(C)n(-c2ccccc2)c1=O	-5%	27%	-5%[60.1 µM]	-8%	28%	-0.3	-3%	·	20%
O=C(CN1CCN(c2ccccc2F)CC1)c1ccc2c(c1)OCO2	-6%	8%	-8%	-21%	7%	0.0	0%	9%	?
CCCc1cc(=O)oc2cc(OC(C)C(=O)NCC3CCC(C(=O)O)CC3)ccc12 (configuration not stated)	0%	39%[activator]	18%	-4%	4%	0.0	2%	4%	-1%
Cc1ccc(OCC(=O)NC2CC(C)(C)NC(C)(C)C2)cc1C	1%	24%	-9%	-4%	20%	-0.2	1%	-6%	2%
CC(C)Sc1oc(-c2ccco2)nc1S(=O)(=O)c1ccc(F)cc1	-5%	?	?	?	28µM*	-0.1	?	1%	28µM*!
CCOC(=O)c1c(C)[nH]c(C)c1C(=O)COC(=O)c1ccc(Cl)c(S(=O)(=O)NCc2ccccc2)c1	9%	10%	0%	-24%	-2%	-0.4	-11%	-9%	-9%
COc1ccc(Cl)cc1S(=O)(=O)N1CCN(C(=O)COc2ccccc2)CC1	-4%	7%	-10%	1%	-1%	-0.1	-1%	3%	0%
O=C(O)Cc1ccccc1C(=O)O	26%	8%	-6%	10%	0%	0.0	-6%	-1%	-21%
CC1CCN(CCn2c(=S)[nH]c3ccccc3c2=O)CC1	-3%	30%	-17%	-4%	2%	2.2	5%	2%	0%
CCN(CC)CCNc1nc(C(F)(F)F)nc2c1nnn2Cc1ccccc1	18%	12%	-14%	?	25%	1.2	-1%	1%	-5%
C#CCSc1nc2sc3c(c2c(=O)n1C)CCC3	9.5µM*	25µM*	?	-3%	28µM*	-0.6	6%	-5%	-6%
CS(=O)(=O)N(CC(=O)O)c1cc(C(F)(F)F)ccc1Cl	27%	29%	17%	·	·	0.0	·	1%	-3%
CCC(Sc1ncccc1C(=O)O)C(=O)N1CCOCC1 (configuration not stated)	3%	-18%[58.9 µM]	-8%	-7%	-1%	1.0	-8%	-15%	?
CCN(CC)CCN1C(=O)C2C(C(=O)Nc3cc(C)cc(C)c3)C3C=CC2(O3)C1C(=O)NC1CCCCC1 (configuration not stated)	-5%	90%[activator]	-3%	-4%	35%	0.8	-2%	-15%	-22%
O=C(CCC1N=C2c3ccccc3N=C(SCc3ccccc3F)N2C1=O)NC1CCCCC1 (configuration not stated)	·	13%	-8%[60.1 µM]	-5%	31%[activator]	-0.2	1%	0%	2%
CC1CN(CCc2ccccc2)C(C)C/C1=N/O (configuration not stated)	·	40%	13%	·	·	·	·	7%	61%[activator]
COc1ccc(NC(=O)CCCn2c(=S)[nH]c3ccccc3c2=O)cc1	2%	37%[activator]	-9%	-2%	4%	-0.7	4%	2%	-3%
COc1ccc(NC(=O)CSc2n[nH]c(CNc3cccc(C)c3)n2)cc1	30%	8%	-26%	-13%	-1%	-0.3	-5%	-1%	22%
COc1nnc(-c2ccc(C(=O)N3C[C@@H]4C[C@H](C3)c3cccc(=O)n3C4)cc2)c2ccccc12	3%	6%	-5%	-15%	17%	0.1	-6%	3%	14%
CS(=O)(=O)N(CC(=O)NC1CC1)C1CCCCC1	1%	8%	-7%	-1%	25%	9.5	0%	-9%	-22%
Cc1cccc(OC(=O)c2cc(-c3ccc4c(c3)OCCO4)on2)c1C	·	8%	3%	?	9%	2.0	-5%	0%	-20%
CC(NC(=O)c1ccco1)C(=O)N1CCN(c2cccc(Cl)c2)CC1 (configuration not stated)	26%	19%	-19%	·	·	-0.1	·	-9%	351%[activator]
Cc1ccc(CN2CCN(c3ccccc3)CC2)o1	10%	48%[activator]	14%	-7%	4%	-0.1	1%	3%	-71%
CCCCSc1nnc([C@H](CC(C)C)NC(=O)OC(C)(C)C)o1	-6%	6%	-11%	8%	-21%	2.9	-3%	-5%	-16%
CCOC(=O)C1CCCN(c2ccc(NC(=O)c3snc4c(=O)[nH]cnc34)cc2)C1 (configuration not stated)	-2%	5%	0%	-23%	0%	0.0	-3%	-10%	-22%
CC(C)(C)NC(=O)Cn1nnc(-c2ccc(OCc3c(F)cccc3Cl)cc2)n1	35%	10%	-5%	-6%	7%	0.5	-7%	3%	41%[activator]
CCCn1c(SCC(=O)Nc2ccccc2CC)nnc1C(C)C	3%	0%	-10%	0%	-2%	0.0	0%	-1%	0%
CCCCCCn1nc(C(=O)Nc2nc3c(s2)CCCC3)c2ccccc2c1=O	6%	20%	-8%	3%	5%	-0.1	0%	-2%	-27%
CCN1CCN(c2c(/C=C3\SC(=S)N(Cc4ccco4)C3=O)c(C)c(C#N)c(=O)n2C)CC1	-5%	?	-8%	-4%	1%	-0.6	-12%	73%[activator]	?
Cc1cccc2cc(C#N)c(N3CCOCC3)nc12	-4%	-3%	10%	-12%	12%	0.5	2%	-5%	?
Cc1ccc(NC(=O)CCc2c(C)nn(-c3ccc(N4CCOCC4)nn3)c2C)cc1	28%	20%	-14%	-8%	1%	0.0	2%	-2%	23%
O=C(/C=N/NC(=O)c1ccccc1Br)c1ccccc1	12%	15%	14%	-16%	42%	-0.8	-8%	9%	4%
CC(NC(=O)Nc1cccc(F)c1)c1ccc2c(c1)OCO2 (configuration not stated)	-6%	10%	0%	-11%	4%	0.0	-3%	-3%	-13%
O=C(COC(=O)c1ccccc1Sc1ccc(C(F)(F)F)cc1[N+](=O)[O-])NC(=O)NC1CCCC1	19%	4%	-1%	-17%	16%	1.1	5%	?	-14%
NC(=O)c1ccc(-c2ccccc2F)cc1	9%	37%[activator]	2%	-9%	0%	-1.1	-4%	14%	40%[activator]
O=C(NC1CCCC1)c1c(O)nc2sccn2c1=O	14%	49%[activator]	-3%	·	·	-0.2	·	-3%	-15%
CCS(=O)(=O)N1Cc2ccccc2CC1C(=O)Nc1nc(C)cs1 (configuration not stated)	-2%	89%[activator]	-16%	-7%	-6%	0.1	-1%	-11%	-17%
COc1ccc(OCC(=O)OC(C)CN2CCCCC2)cc1 (configuration not stated)	29%	95%[activator]	-5%	-3%	0%	0.1	0%	12%	13%
O=C(CC1C[C@H](C(=O)N2CCOCC2)[C@@]2(CCC3CCCC3)c3[nH]c4ccccc4c3CCN2C1=O)NCCCn1ccnc1 (some centres not stated)	5%	?	-99%	·	·	·	·	-9%	-9%
CCOC(=O)C1CCCN(C(=O)c2cc(S(=O)(=O)N(C)C)ccc2N2CCCC2)C1 (configuration not stated)	6%	-2%	5%	·	·	0.0	·	-2%	-1%
CCN1c2ccccc2-c2nc(SCC(=O)Nc3c(C)cc(C)cc3C)ncc2S1(=O)=O	·	20%	-12%	-5%	0%	0.1	-3%	7%	-14%
Cc1coc(C)c1C(=O)Nc1ccc2ccccc2c1	-6%	-16%	-14%	?	-18%	-0.4	-7%	-1%	-3%
COc1ccccc1Nc1cc(N2CCOCC2)c2nonc2c1[N+](=O)[O-]	0%	19%	-18%	-8%	11%	1.0	-3%	-5%	-6%
CCCOc1ccc(C(=O)NNC(=S)NC(=O)CC)cc1	-1%	11%	-5%	-14%	31%	-0.7	-3%	4%	?
COc1cc(NS(=O)(=O)c2ccc(NC(=O)COc3cccc(C)c3)cc2)nc(OC)n1	22%	93%[activator]	-7%	-10%	2%	0.4	-4%	0%	?
O=C(NCc1ccccn1)c1ccc2nc(C3CCCCC3)oc2c1	19%	-15%	1%	-7%	1%	0.0	-2%	-1%	11%
CCOC(=O)c1c2n(c3c(NCc4ccccc4)ncnc13)CCCC2	5%	1%	0%	-13%	-6%	-0.5	6%	4%	0%
O=C(c1ccc(Cn2cc([N+](=O)[O-])cn2)o1)N1CCCCCC1	56%[activator]	14%	-2%	-8%	1%	-0.2	-5%	1%	2%
O=c1cc(N2CCCCC2)c(-c2ccccc2)nn1Cc1cccc(F)c1	-1%	-16%	-12%	?	1%	0.1	-14%	1%	-17%
COc1cc(/C=C/C(=O)OCC(=O)Nc2ccc(C)c(S(=O)(=O)N3CCCCC3)c2)ccc1O	?	45%[activator]	-14%	-10%	13%	-1.1	-13%	-3%	-6%

Filtered by structure: the entries above with a nitro group on carbon
SMILES	APEX1 inh	Pol iota inh	POLK inh	Apoferritin bind	POLB inh	TRHR agonist	BLM inh	ERG-DNA inh	12-LOX inh
O=C(COC(=O)c1ccccc1Sc1ccc(C(F)(F)F)cc1[N+](=O)[O-])NC(=O)NC1CCCC1	19%	4%	-1%	-17%	16%	1.1	5%	?	-14%
COc1ccccc1Nc1cc(N2CCOCC2)c2nonc2c1[N+](=O)[O-]	0%	19%	-18%	-8%	11%	1.0	-3%	-5%	-6%
O=C(c1ccc(Cn2cc([N+](=O)[O-])cn2)o1)N1CCCCCC1	56%[activator]	14%	-2%	-8%	1%	-0.2	-5%	1%	2%
